Source: PubChem (several laboratories)
SRC3 inh: human NCOA3 inhibition. HEK293 GAL4-SRC3 luciferase reporter, luminescence. 0.17% of 360,000 active. inhibition, % at 3.6 µM;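 active = inhibition above a per-campaign cutoff, the mean of all compounds plus 3 SD, cut at about 60% in these data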;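 note: 0% = DMSO-treated cells and 100% = gossypol-treated cells at 36 µM; higher means less SRC3-driven luciferase light from the GAL4 reporter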
NR2F2 inh: blocks human COUP-TFII nuclear receptor | P24468 | 0.7% of 370,000 active | inhibition, % at 8.6 µM | HEK293T NGFI-A luciferase reporter, luminescence;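 active = inhibition above a per-plate cutoff, mean inhibition of test wells between control levels plus 3 SD, cut at about 38% in these data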;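 note: cells cotransfected with COUP-TFII expression vector driving the NGFI-A reporter; 0% = median of COUP-TF2 test wells and 100% = reporter-only cells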
ABHD5 PLIN5 PPI: blocks binding of human ABHD5 to perilipin-5 | AID 602281 | 0.78% of 360,000 active | inhibition, % at 4 µM | Split G. princeps luciferase complementation, luminescence, 4 h | Q00G26+Q8WTS1;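 active = inhibition above the mean inhibition across every tested compound plus 3 SD, cut at about 22% in these data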;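 note: 0% = DMSO only wells and the 100% control is not disclosed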
TLR9-MyD88 block: TLR9-MyD88 interaction inhibition | CHO BLA complementation TLR9-MyD88, CCF4 FRET ratio | inhibition, % at 4.98 µM | 0.21% of 340,000 active | AID 504734;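 active = inhibition above the mean over all tested compounds plus 3 SD, cut at about 21% in these data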;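 note: 0% = DMSO only wells and 100% = clavulanate BLA inhibitor control wells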
TROY signal inh: TROY signaling inhibition; inhibition, % at 10 µM; AID 1347056; 0.98% of 360,000 active; Q293 LMP1-TROYcd NF-kB luciferase reporter, 4 h;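 active = compounds whose plate-normalised and pattern-corrected inhibition of the luciferase reporter signal at the single screening dose is 50% or more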
Granule exo inh: blocks lytic granule exocytosis. TALL-104 LAMP-1 surface exposure, flow cytometry; cells stimulated with thapsigargin and PMA. inhibition, % at 10 µM. 0.66% of 360,000 active;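 active = inhibition above about 55%, limit read from the data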
SRC1 inh: inhibits human SRC1 coactivator; Q15788; HEK293 GAL4-SRC1 luciferase reporter, luminescence; inhibition, % at 3.6 µM; 0.12% of 360,000 active; AID 588354;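 active = inhibition above the campaign mean plus 3 SD, with each screening campaign given its own cutoff, cut at about 60% in these data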;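 note: 0% = DMSO treated cells and 100% = gossypol at 36 µM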
NOD2 RIPK2 PPI: blocks binding of human NOD2 to RIPK2. O43353. CHO BLA complementation NOD2-RIPK2, CCF4 ratio. inhibition, % at 4.98 µM. 0.38% of 360,000 active. AID 624267; in the data active = inhibition above about 21%;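 note: 0% = vehicle only and 100% = reference blocker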
TWEAK Fn14 block: TWEAK-Fn14 signaling inhibition; TWEAK-stimulated Fn14 reporter cells, luciferase luminescence, 8 h; inhibition, % at 10 µM; 2% of 360,000 active; AID 1159606; in the data active = inhibition above about 50%
NR5A2 inv ag: inverse agonists of human LRH-1 (NR5A2) | HEK293T StAR-luciferase reporter, LRH-1 transfected, 24 h | inhibition, % at 3.6 µM | 0.13% of 360,000 active;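 active = inhibition above the mean inhibition of all tested compounds plus 3 SD, cut at about 73% in these data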;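 note: 0% = DMSO wells and 100% = reporter-only cells lacking LRH-1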
SRC2 inh: human SRC2 (NCOA2) inhibition. HEK293 GAL4-SRC2 luciferase reporter, luminescence. Q15596. inhibition, % at 9 µM. 0.17% of 370,000 active. AID 651957;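 active = inhibition above the mean inhibition of all tested compounds plus 3 SD, set per campaign, cut at about 52% in these data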;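 note: 0% = DMSO treated cells and 100% = cells given Gossypol at 36 µM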
Target sequence (Q15596 whole entry, looked up, the tested form may be a part): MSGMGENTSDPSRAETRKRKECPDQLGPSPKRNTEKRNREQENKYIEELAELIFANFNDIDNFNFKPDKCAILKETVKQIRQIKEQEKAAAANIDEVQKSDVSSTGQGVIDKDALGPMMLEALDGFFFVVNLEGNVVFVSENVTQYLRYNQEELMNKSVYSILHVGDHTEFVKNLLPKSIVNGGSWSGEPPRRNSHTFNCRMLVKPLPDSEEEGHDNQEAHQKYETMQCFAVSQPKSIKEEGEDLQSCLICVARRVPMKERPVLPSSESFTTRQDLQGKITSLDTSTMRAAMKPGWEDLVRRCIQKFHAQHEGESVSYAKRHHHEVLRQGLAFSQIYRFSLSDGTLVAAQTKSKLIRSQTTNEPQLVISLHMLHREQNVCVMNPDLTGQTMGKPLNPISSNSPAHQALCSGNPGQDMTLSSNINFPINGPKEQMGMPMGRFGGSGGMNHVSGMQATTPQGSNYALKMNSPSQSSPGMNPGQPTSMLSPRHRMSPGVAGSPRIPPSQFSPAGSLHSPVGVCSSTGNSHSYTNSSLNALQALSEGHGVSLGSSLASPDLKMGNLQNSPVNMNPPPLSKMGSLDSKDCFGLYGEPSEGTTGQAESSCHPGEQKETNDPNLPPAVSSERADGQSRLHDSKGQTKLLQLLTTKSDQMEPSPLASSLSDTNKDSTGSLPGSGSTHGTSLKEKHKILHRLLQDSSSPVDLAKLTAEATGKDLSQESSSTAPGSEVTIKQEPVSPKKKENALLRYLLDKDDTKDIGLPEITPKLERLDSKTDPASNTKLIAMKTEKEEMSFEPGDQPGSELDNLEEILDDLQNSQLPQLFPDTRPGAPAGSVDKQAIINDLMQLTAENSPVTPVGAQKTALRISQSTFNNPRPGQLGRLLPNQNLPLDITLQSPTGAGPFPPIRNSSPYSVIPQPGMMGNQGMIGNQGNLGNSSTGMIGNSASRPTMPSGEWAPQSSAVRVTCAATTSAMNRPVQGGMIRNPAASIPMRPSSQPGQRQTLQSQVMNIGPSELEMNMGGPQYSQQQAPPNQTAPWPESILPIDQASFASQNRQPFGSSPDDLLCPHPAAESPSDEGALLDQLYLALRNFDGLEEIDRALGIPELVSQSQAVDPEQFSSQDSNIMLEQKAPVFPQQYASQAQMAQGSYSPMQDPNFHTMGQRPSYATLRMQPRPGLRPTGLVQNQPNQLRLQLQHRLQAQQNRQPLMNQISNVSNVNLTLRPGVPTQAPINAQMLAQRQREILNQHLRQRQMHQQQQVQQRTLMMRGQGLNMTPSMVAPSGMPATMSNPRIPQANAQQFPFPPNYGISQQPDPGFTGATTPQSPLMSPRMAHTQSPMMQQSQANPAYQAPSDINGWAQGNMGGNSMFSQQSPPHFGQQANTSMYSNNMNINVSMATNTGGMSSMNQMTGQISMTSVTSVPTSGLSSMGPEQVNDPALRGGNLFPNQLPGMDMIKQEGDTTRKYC
Numbers without * were called inactive; · = no result given. Some of the compounds tested, so the mix of outcomes need not match the whole.

Molecule	SRC3 inh	NR2F2 inh	ABHD5 PLIN5 PPI	TLR9-MyD88 block	TROY signal inh	Granule exo inh	SRC1 inh	NOD2 RIPK2 PPI	TWEAK Fn14 block	NR5A2 inv ag	SRC2 inh
Cc1ccc(N2CC(C(=O)N/N=C/c3c(F)cccc3Cl)CC2=O)cc1 (stereo not given)	4.2	22.5	-6.8	1.7	9.9	-2.7	5.8	-3.8	-12.5	15.8	-3.4
O=C(C[C@H]1C/C=C\CC[C@@H](Cc2ccc(F)cc2)C(=O)O[C@@H](c2ccccc2)CNC1=O)N[C@@H](CO)Cc1ccccc1	-7.4	14.4	-2.0	-1.1	0.6	-5.5	-7.9	-1.0	-9.6	-20.2	-8.3
COc1ccc(/C=C2/C(=O)N(c3c(F)c(F)c(F)c(F)c3F)N=C2C)cc1	10.4	-1.8	-9.9	-4.3	25.6	-2.1	-31.1	9.9	31.1	5.2	21.7
Cc1nnc(NC(=O)CCCOc2ccccc2)s1	-9.5	8.7	-4.9	1.4	8.8	-0.4	6.4	0.2	-4.8	-10.9	3.0
CCn1ncc2c(OCc3ccc(C#N)cc3)cc(C)nc21	9.0	11.2	-4.8	9.1	-1.6	0.1	-7.0	11.8	-17.2	32.3	-6.9
O=C(COC(=O)CSc1ccc([N+](=O)[O-])cc1)NCc1cccs1	5.3	4.6	-15.9	-8.2	5.5	13.5	19.5	-6.5	-10.9	-2.9	-4.3
CCCc1nc2c(s1)CCc1onc(-c3ccc(Br)cc3)c1-2	3.5	-3.2	6.3	-1.2	-18.5	-6.3	1.1	-9.5	17.1	-23.2	19.9
COc1ccc(C(=O)NCc2ccccc2OC)c(OC)c1	-2.9	-4.9	-3.0	-5.5	-29.4	-0.6	7.9	0.3	0.1	-13.8	-9.2
CC(=O)c1ccc(N2CCN(C(=S)NCCCN(C)C)CC2)cc1	-12.2	6.5	-2.1	2.1	-2.7	4.5	-6.3	1.4	16.2	-3.3	1.1
COc1ccccc1C(=O)N1CCN(C(=O)[C@H]2O[C@@H](n3ccc(N)nc3=O)[C@H](O)[C@@H]2O)CC1	13.8	11.7	6.8	·	9.5	7.3	14.2	-5.8	-3.1	7.4	-20.4
COc1ccc(Cl)cc1NC(=O)CN(C)CC(=O)NCc1ccc(F)cc1	29.4	-3.7	3.4	7.7	3.8	-3.4	-0.5	-3.6	3.7	7.1	-20.1
CC(Sc1nc(N2CCCCC2)c2c(c1C#N)CCCC2)C(=O)O (stereo not given)	2.3	7.2	3.1	4.1	-0.7	1.7	-7.3	8.2	3.9	-12.5	-3.3
O=C(Oc1ccccc1)c1ccc2c(c1)C(=O)N(Cc1ccncc1)C2=O	13.2	-2.3	-3.2	8.4	6.8	1.9	-16.7	-9.5	7.8	14.2	1.1
CCN1CCCc2cc(CN(CCN3CCOCC3)C(=S)Nc3ccccc3OC)ccc21	20.5	7.6	-0.3	-0.6	7.3	3.9	18.3	-19.2	-6.0	11.1	34.6
c1ccc(COc2cccc(CNCc3cccs3)c2)cc1	3.6	-9.2	4.8	4.4	-44.2	-1.1	-2.1	-1.3	-26.2	14.5	-4.9
COc1ccc(NCCNc2ccc(OC)cc2)cc1	17.0	-12.5	-4.6	3.2	-20.6	0.7	-13.8	-1.5	-20.8	26.6	-5.3
COCCn1c(SCc2ccc(C(=O)OC)o2)nc2ccccc2c1=O	8.7	14.3	3.7	5.9	-0.9	-0.6	10.4	-14.6	-12.6	-11.5	2.1
CC(C)=CC(=O)N1CC[C@@H](N2CCN(c3ccccc3F)CC2)[C@H](O)C1	2.7	5.8	9.7	9.6	-0.5	0.1	-21.6	-6.2	0.6	-10.7	9.1
CCn1c(SCc2nc3ccccc3nc2C)nnc1-c1cccs1	19.1	20.6	-1.5	-8.0	-5.0	0.8	3.0	-1.1	2.8	-14.2	-9.3
CCCn1c(CCNC(=O)c2cccs2)nc2ccccc21	-15.7	-9.4	-3.8	-6.7	-11.7	-0.5	12.0	-2.0	3.2	-16.2	1.7
O=C(Cc1cccc2ccccc12)Nc1ccccc1C(=O)O	-29.3	-51.9	-0.3	2.1	-34.9	1.4	-14.3	-3.1	-38.6	-65.2	-29.9
O=C(NN1C(=O)c2ccccc2NC1c1ccoc1)c1ccc([N+](=O)[O-])cc1 (stereo not given)	-9.0	5.1	4.8	1.9	16.3	1.2	6.6	0.2	1.7	6.5	-36.9
CCc1ccc(NC(=O)CCCN2C(=S)NC(C)(C)CC2C)cc1 (stereo not given)	13.4	-3.3	-14.6	2.8	9.1	2.6	-10.0	5.7	-5.6	-5.5	-10.7
CC(C)c1ccc(NS(=O)(=O)c2ccc3[nH]cc(C(=O)N4CCC(C(N)=O)CC4)c(=O)c3c2)cc1	8.3	3.3	0.0	-2.2	1.4	0.7	1.2	-6.8	11.5	13.9	-26.3
O=C(C[n+]1ccccc1)N/N=C/c1ccccc1F	15.6	3.1	-1.4	·	12.5	-1.7	2.0	-0.3	-9.8	8.4	-29.0
CC(=O)c1cccc(NC(=S)NC(=O)c2ccccc2Cl)c1	-6.0	-30.0	2.1	-4.4	-29.8	-8.6	-6.5	-0.5	-5.3	-19.2	-18.6
COC(=O)C1=CN(c2cccc(OCc3ccccc3)c2)C(N)=C(C#N)C1c1ccc(-c2ccccc2)cc1 (stereo not given)	·	-3.6	4.0	·	·	-0.7	·	4.5	·	2.5	-16.4
CC(C(=O)NC1CCCC1)N1CCN(S(=O)(=O)c2ccc(C(C)(C)C)cc2)CC1 (stereo not given)	12.3	-28.6	-2.8	-2.4	-6.0	-1.5	-12.1	-4.8	12.3	14.6	13.3
Cc1ccc(C)c(N2N=C(C(=O)Nc3cccnc3)CCC2=O)c1	2.8	13.5	2.3	-7.2	2.7	-4.0	-16.8	-5.7	-4.7	24.5	-2.4
Cn1c(N)c(C(=O)CN2CCN(S(=O)(=O)c3ccccc3C#N)CC2)c(=O)n(C)c1=O	-26.2	-7.8	2.2	5.0	9.1	-2.1	10.4	-0.1	-6.8	-3.1	-4.1
Cc1ccc(C(=O)C2CCN(S(=O)(=O)c3ccc(C(=O)O)cc3)CC2)cc1	7.9	-12.0	-3.0	-10.6	27.4	-5.3	-12.6	-7.4	21.8	-14.7	-6.1
O=C1c2ccccc2NC(c2ccccc2)N1Cc1ccco1 (stereo not given)	7.4	-2.6	0.3	3.9	1.0	1.8	-2.2	-21.2	-1.8	13.6	-19.0
CCOc1ccc(Nc2nc(N3CCCCC3)nc(N3CCCCC3)n2)cc1	14.0	7.2	-8.2	-4.6	9.9	1.4	-5.1	-5.3	-16.4	-6.2	7.0
Cc1cccc(N(Cc2cc3ccccc3[nH]c2=O)S(=O)(=O)c2ccccc2)c1	8.3	-20.6	2.6	2.5	13.6	-2.1	-44.0	-5.3	9.5	3.1	-23.2
COc1ccc(CCC(=O)Nc2cnc3ccccc3c2)cc1	-40.6	-5.8	3.0	1.4	-16.6	2.7	-38.5	-12.1	-2.9	-27.6	-40.0
COc1ccccc1C(=O)Nc1cc(C)c(OCC(=O)N2CCOCC2)c(C)c1	-11.5	-3.6	-9.3	-4.3	5.1	-0.6	-34.5	-9.8	-1.7	-7.7	-2.5
CCOC(=O)COc1ccc(Cl)cc1C1NC(=O)NC(C)=C1C(C)=O (stereo not given)	7.2	4.1	6.1	5.6	-10.8	0.2	-3.1	-9.6	3.2	4.4	-4.3
COc1ccc(OC)c(S(=O)(=O)N2CCC(C(=O)NCCc3ccccc3)CC2)c1	-30.3	-12.0	8.4	-3.8	-18.8	0.9	-13.8	0.7	-2.1	-17.6	-13.0
FC(F)(F)c1cccc(OCc2noc(-c3ccsc3)n2)c1	23.5	12.4	4.2	-1.1	-36.0	0.2	17.2	-7.7	0.1	10.8	-17.4
Cc1cc(C)cc(N2C(=O)CN(Cc3ccccc3)C2=S)c1	6.8	0.3	-8.7	-10.4	7.0	-15.0	4.7	-3.3	-21.2	-2.9	-7.9
O=C(CN1CCCCCC1)N/N=C/c1cccc(Cl)c1Cl	-4.1	-14.4	3.5	-5.7	-34.2	-1.4	-1.0	5.7	-20.3	-5.8	-12.8
CCOC(=O)Cn1cc(Cn2c3ccccc3c(=O)n2C(C)C)nn1	13.1	-11.4	-1.9	·	-0.7	1.1	-2.0	-6.5	0.0	0.4	24.2
COc1ccc(N(CC(=O)N2c3ccccc3CC2C)S(=O)(=O)c2c(C)noc2C)cc1 (stereo not given)	2.8	10.2	-1.6	-0.2	-4.1	-2.2	-4.4	-7.0	2.6	-7.0	11.8
O=C1C(=O)N2C(=C1C(=O)N1CCCCCC1)c1ccccc1CC21CCCC1	4.5	12.2	-5.1	-3.6	4.7	1.9	14.9	-3.1	1.6	-1.6	-7.8
O=C(Nc1ccc(Cl)c(Cl)c1)N1CCOCC1	3.3	-13.8	-1.9	-9.5	2.3	9.9	-28.6	-0.9	0.1	9.3	-20.1
CC1=C/C(=N\OS(=O)(=O)c2ccccc2)C(C(C)C)=CC1=O	32.4	·	20.8	-6.5	14.5	12.9	-26.9	16.1	49.1	4.5	·
COc1ccnc(CSC(N)=Nc2ccccc2C(F)(F)F)c1	5.8	3.2	-17.1	6.7	-9.2	-0.3	-12.0	-3.5	14.3	-10.7	-32.9
O=C(Cn1c(=O)sc2ccccc21)OC(CCl)CCl	0.7	-13.0	-3.3	-5.1	-15.9	-3.5	13.2	-6.9	-0.1	1.4	1.3
CC12CCC(C/C1=N\OC(=O)c1c(F)cccc1F)C2(C)C (stereo not given)	6.4	-15.8	6.2	-5.1	-0.8	-5.5	-12.7	-17.1	-7.8	7.8	-2.9
CN(C)c1cccc(C(=O)NNC(=O)/C=C/c2cccs2)c1	-1.3	1.6	-6.0	6.3	-28.6	2.4	-14.9	-1.6	0.7	-24.7	-12.7

(list continues)
Molecule	SRC3 inh	NR2F2 inh	ABHD5 PLIN5 PPI	TLR9-MyD88 block	TROY signal inh	Granule exo inh	SRC1 inh	NOD2 RIPK2 PPI	TWEAK Fn14 block	NR5A2 inv ag	SRC2 inh
COc1cc(Cn2c3ccc(NC(=O)CCc4ccccc4)cc3c(=O)n2C)ccc1F	4.7	15.4	7.4	·	12.8	1.3	-3.5	0.7	-4.4	40.9	8.0
Cc1c(/C=N/n2cnnc2)c2ccccc2n1C	7.8	1.8	-1.9	5.4	-1.2	-1.6	-7.0	2.9	12.2	-2.5	-20.9
Cc1ccc(-c2csc3ncnc(SCC(=O)Nc4nnc(C)s4)c23)cc1	14.1	9.2	4.5	-15.4	14.8	-2.3	-41.1	-9.9	-2.9	-8.9	-8.9
O=C(NCCN1CCCC1)C1CC(=O)N(C2CCCCC2)C1 (stereo not given)	-0.7	-23.0	-5.0	0.1	1.9	-2.0	-66.4	4.2	13.0	0.7	-4.3
O=C(NCc1ccc2c(c1)OCO2)C1CC(=O)N(c2ccc(F)cc2)C1 (stereo not given)	-19.0	-8.4	1.9	-7.0	6.3	0.4	-4.2	2.2	5.2	4.1	-16.4
O=C(CSc1nccc(=O)[nH]1)N1N=C2/C(=C/c3ccco3)CCCC2C1c1ccco1 (stereo not given)	21.0	-12.9	16.4	1.2	22.8	1.2	-100.2	5.5	26.0	9.5	7.5
COC(=O)c1cc(NC(=O)CN2CCN(C(C)=O)CC2)cc(C(=O)OC)c1	2.1	8.7	-0.2	3.1	-0.8	-2.2	7.8	-2.6	-1.4	-7.2	-6.1
